# Assay outcomes from PubChem BioAssay.
# pPAFAH FP inh: pPAFAH enzyme inhibitors, primary screen, biochemical, fluorescence polarization, human; Platelet-activating factor acetylhydrolase (Homo sapiens), Q13093; recombinant pPAFAH, FP-rhodamine probe fluorescence polarization; inhibition, % at 3.39 µM; 330,000 tested, 1.5% active; AID 463082, 2010;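 active means inhibition above the mean inhibition across the screen plus 3 SD, cut at about 25% in these data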;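 further: inhibitors block binding of the rhodamine activity-based probe so polarization drops; 0% = enzyme with DMSO and 100% = wells lacking pPAFAH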
# Target sequence (Q13093 whole entry, looked up): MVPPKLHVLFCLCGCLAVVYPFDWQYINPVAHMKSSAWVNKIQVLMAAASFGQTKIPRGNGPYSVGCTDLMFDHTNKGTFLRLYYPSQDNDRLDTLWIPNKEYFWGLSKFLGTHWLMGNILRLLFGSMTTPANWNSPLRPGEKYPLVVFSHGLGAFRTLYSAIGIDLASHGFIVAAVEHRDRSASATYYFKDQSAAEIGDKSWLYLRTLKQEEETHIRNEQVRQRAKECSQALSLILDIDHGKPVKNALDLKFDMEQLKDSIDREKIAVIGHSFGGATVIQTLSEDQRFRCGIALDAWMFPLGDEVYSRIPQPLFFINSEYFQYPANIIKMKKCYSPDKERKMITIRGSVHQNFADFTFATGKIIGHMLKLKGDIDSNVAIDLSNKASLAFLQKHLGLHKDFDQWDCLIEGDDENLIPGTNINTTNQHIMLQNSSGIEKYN
# PAFAH1B2 inh: PAFAH1B2 enzyme inhibitors, primary screen, biochemical, fluorescence polarization, human; Platelet-activating factor acetylhydrolase IB subunit alpha2 (Homo sapiens), P68402; recombinant PAFAH1B2, FP-rhodamine activity probe; inhibition, % at 3.39 µM; 340,000 tested, 1.2% active; AID 492953, 2010;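 active means inhibition above the mean of all tested compounds plus 3 SD, cut at about 24% in these data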;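 further: 0% = enzyme with DMSO and 100% = wells lacking PAFAH1B2; many of its hits are not listed in these tables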
# Target sequence (P68402 whole entry, looked up): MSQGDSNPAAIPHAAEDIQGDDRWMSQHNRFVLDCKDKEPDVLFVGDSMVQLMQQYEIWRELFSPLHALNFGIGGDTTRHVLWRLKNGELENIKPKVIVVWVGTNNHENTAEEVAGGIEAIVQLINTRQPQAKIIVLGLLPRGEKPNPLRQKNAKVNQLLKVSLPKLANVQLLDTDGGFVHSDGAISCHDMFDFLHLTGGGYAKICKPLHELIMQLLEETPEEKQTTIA
# Fam108B inh: mouse Fam108B serine hydrolase inhibitors, primary screen, counter-screen for RBBP9 inhibitor project, biochemical, fluorescence polarization | recombinant Fam108B, FP-Rh probe fluorescence polarization | inhibition, % at 9.51 µM | 300,000 tested, 0.33% active | AID 1947, 2009;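 active means inhibition above the screen mean inhibition plus 3 SD, computed separately per campaign, cut at about 18% in these data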;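 further: inhibitors lower polarization as less probe binds the enzyme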
# GLD-1 TGE inh: GLD-1/TGE RNA complex disruptors, primary screen, biochemical, fluorescence polarization. AID 2280, 2010. purified GLD-1 + fluorescein TGE RNA. 320,000 tested, 0.44% active. inhibition, % at 5.96 µM;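 active means percent inhibition above a per-plate cutoff, the plate mean of test compounds plus 3 SD, cut at about 30% in these data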;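 further: 0% = DMSO wells with GLD-1 and probe and 100% = wells lacking GLD-1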
# PME-1 inh: PME-1 inhibitors via competitive probe labeling, primary screen, biochemical, fluorescence polarization, FP-Rh probe, HTS; recombinant PME-1; 320,000 tested, 0.53% active; AID 2130, 2009; inhibition, % at 5.9 µM; Protein phosphatase methylesterase 1 (Homo sapiens), Q9Y570;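 active means inhibition above the campaign mean of all compounds plus 3 SD, cut at about 26% in these data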;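 further: competitive labeling of PME-1 active site by serine hydrolase directed probe; 0% = PME-1 with DMSO and 100% = wells lacking PME-1 enzyme; inhibitors block probe labeling so polarization falls and inhibition rises; many of its hits are not listed in these tables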
# MEX-5 binding: MEX-5 zinc finger RNA-binding disruptors – biochemical, C. elegans, fluorescence polarization, MLPCN library, primary screen. Zinc finger protein mex-5 (Caenorhabditis elegans), Q9XUB2. MEX-5/FITC-TCR2 RNA binding; hits give low values. activity score (negative = inhibition of binding), % at 10 µM. 300,000 tested, 0.38% active;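 active means inhibition past about -25% in most replicates, and total fluorescence under double the plate's negative control median, limit read from the data; inconclusive means replicates evenly split on the limit, or fluorescence at least double controls; inactive means too little inhibition in most replicates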;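 further: 0% = DMSO and -100% = 5 µM competing unlabeled TCR2 RNA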
# AHR activator: AHR activators, primary screen, cell-based, luminescence, luciferase reporter, human; AHR-responsive luciferase reporter cells; activation, % at 5 µM; 320,000 tested, 2.5% active; in the data active means activation above about 47%;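 further: 0% = vehicle wells and 100% = reference agonist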
# Bcl-xL primary: inhibitors of human Bcl-xL, primary screen, biochemical, fluorescence polarization, HTS; GST-Bcl-xL / FITC-Bim BH3 peptide fluorescence polarization; inhibition, % at 10.9 µM; 320,000 tested, 0.7% active;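 active means inhibition above the mean of all tested compounds plus 3 SD, cutoff set per campaign, cut at about 30% in these data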;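 further: 0% = DMSO wells and 100% = unlabeled Bim-BH3 peptide competitor; inhibitors lower millipolarization by displacing the labeled peptide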
# Target sequence (Q07817 whole entry, looked up): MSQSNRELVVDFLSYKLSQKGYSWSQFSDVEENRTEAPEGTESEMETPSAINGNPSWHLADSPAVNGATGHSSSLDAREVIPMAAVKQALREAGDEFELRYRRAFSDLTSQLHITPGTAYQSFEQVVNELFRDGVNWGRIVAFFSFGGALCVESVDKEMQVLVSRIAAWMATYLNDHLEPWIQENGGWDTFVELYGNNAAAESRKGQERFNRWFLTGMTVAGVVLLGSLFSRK
# MCL1 BIM primary: inhibitors of MCL1 binding to BIM-BH3, primary screen, biochemical, fluorescence polarization | Induced myeloid leukemia cell differentiation protein Mcl-1 (Homo sapiens), Q07820 | GST-MCL1 / FITC-Bim-BH3 fluorescence polarization | inhibition, % at 10.9 µM | 320,000 tested, 0.68% active;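 active means inhibition above the mean inhibition of all tested compounds plus 3 SD, set per campaign, cut at about 40% in these data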;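 further: 0% = DMSO wells and 100% = unlabeled Bim-BH3 peptide control; higher means more loss of mP so more displacement of Bim peptide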
# * marks the source's active call; other numbers are inactive results; ? = inconclusive; . = not tested or not shown. A portion of the library, so the mix of outcomes need not match the whole.
cpd | SMILES | pPAFAH FP inh | PAFAH1B2 inh | Fam108B inh | GLD-1 TGE inh | PME-1 inh
1 | Cc1nc2ccc(NC(=O)c3ccc(Cl)c([N+](=O)[O-])c3)cc2s1 | 2.6 | 5.2 | 1.2 | 7.5 | 5.3
2 | COc1ccc(CN2CCCC(C(=O)Nc3cccc(-n4cccn4)c3)C2)cc1 (stereo unspecified) | 2.3 | -2.2 | -3.8 | -4.3 | -6.5
3 | COc1ccc(C(=O)N/N=C(\C)CC(=O)Nc2ccccn2)cc1OC | 6.1 | 1.9 | 1.8 | 6.2 | 5.5
4 | CCCC(=O)C1=C(O)C(C(=O)OC)C(C)(C)CC1=Nc1ccncc1 (stereo unspecified) | 7.4 | 4.4 | 2.5 | 1.1 | 1.2
5 | O=C(NCc1ccc(C(F)(F)F)cc1)C1CC(c2c(Cl)cccc2Cl)=NO1 (stereo unspecified) | 17.2 | 8.5 | 0.1 | -5.8 | 1.5
6 | CC(C(=O)Nc1ccccc1C(=O)N1CCOCC1)N(c1ccccc1)S(C)(=O)=O (stereo unspecified) | 8.4 | 0.2 | -3.0 | 9.1 | -5.0
7 | COc1ccccc1N1CCN(C2CCCN(C(=O)Cn3cccn3)C2)CC1 (stereo unspecified) | 4.0 | 8.1 | 0.2 | 1.4 | 1.9
8 | COc1ccc(C(=O)NC(CC(C)C)C(=O)O)cc1 (stereo unspecified) | -0.6 | -1.4 | . | 0.8 | 0.8

cpd | MEX-5 binding | AHR activator | Bcl-xL primary | MCL1 BIM primary
1 | 1.9 | 0.6 | 4.5 | 4.0
2 | -0.7 | 11.5 | -0.5 | -1.2
3 | 2.8 | 7.0 | -2.0 | -2.4
4 | 3.3 | -1.4 | 9.4 | -2.9
5 | -1.0 | 4.9 | 0.0 | -0.2
6 | 0.1 | -0.1 | 4.8 | 3.1
7 | 0.0 | -3.1 | 3.3 | -1.5
8 | . | -0.4 | 8.1 | 13.4

# The list continues.
cpd | SMILES | pPAFAH FP inh | PAFAH1B2 inh | Fam108B inh | GLD-1 TGE inh | PME-1 inh
9 | Nn1c(-c2ccc(O)cc2)nnc1-c1ccc(O)cc1 | -0.3 | 4.4 | 1.3 | -3.3 | -4.7
10 | O=C(NCC1CCN(S(=O)(=O)c2ccccc2)CC1)Nc1ccccc1 | 3.0 | 3.7 | 7.2 | 2.7 | 7.3
11 | COc1cc(NC(=O)c2ccc(OC)c([N+](=O)[O-])c2)ccc1NC(=O)c1ccco1 | -0.8 | -5.8 | 1.8 | -6.4 | 2.5
12 | O=C(NCC(=O)N1CCN(c2ccccc2)CC1)c1cccs1 | -0.3 | 0.1 | -3.7 | -2.6 | 4.7
13 | Cc1nc(N)[nH]c(=O)c1CCC(=O)OCC(C)C | 2.7 | 1.7 | -0.2 | 5.2 | -0.3
14 | COc1ccccc1-[n+]1c(C)cc(/C=C2\Sc3ccccc3N2C)cc1C | 1.6 | 1.1 | -3.1 | -9.9 | -3.3
15 | O=C(Nc1ccc2c(c1)OCCO2)c1cnn(-c2ccccc2)n1 | 1.9 | 1.4 | . | 1.7 | -8.9
16 | O=C(Nc1ccc(Cl)cc1)[C@@H]1[C@@H]2C(=O)N(c3cccc(F)c3)C(=O)[C@@H]2[C@H]2C=CC=NN21 | 2.7 | 6.0 | -1.1 | 12.6 | -8.1

cpd | MEX-5 binding | AHR activator | Bcl-xL primary | MCL1 BIM primary
9 | -2.4 | 0.1 | 5.8 | 1.3
10 | -1.5 | 1.9 | 1.2 | 0.7
11 | 1.5 | 50.3* | 4.8 | -0.2
12 | 0.9 | 4.2 | -0.8 | 1.3
13 | -1.9 | 0.2 | 3.5 | 4.8
14 | ? | -4.7 | -29.5 | -50.3
15 | . | 3.8 | -0.3 | -2.2
16 | 1.2 | 24.9 | 16.1 | 7.3

# 3 entries from above, arranged by formula weight, low to high.
cpd | SMILES | pPAFAH FP inh | PAFAH1B2 inh | Fam108B inh | GLD-1 TGE inh | PME-1 inh
10 | O=C(NCC1CCN(S(=O)(=O)c2ccccc2)CC1)Nc1ccccc1 | 3.0 | 3.7 | 7.2 | 2.7 | 7.3
14 | COc1ccccc1-[n+]1c(C)cc(/C=C2\Sc3ccccc3N2C)cc1C | 1.6 | 1.1 | -3.1 | -9.9 | -3.3
16 | O=C(Nc1ccc(Cl)cc1)[C@@H]1[C@@H]2C(=O)N(c3cccc(F)c3)C(=O)[C@@H]2[C@H]2C=CC=NN21 | 2.7 | 6.0 | -1.1 | 12.6 | -8.1

cpd | MEX-5 binding | AHR activator | Bcl-xL primary | MCL1 BIM primary
10 | -1.5 | 1.9 | 1.2 | 0.7
14 | ? | -4.7 | -29.5 | -50.3
16 | 1.2 | 24.9 | 16.1 | 7.3

# Additional compounds follow:
cpd | SMILES | pPAFAH FP inh | PAFAH1B2 inh | Fam108B inh | GLD-1 TGE inh | PME-1 inh
17 | O=C(CN1CCNC(=O)C1)NCCc1ccc(Cl)cc1Cl | 2.2 | -3.3 | 3.0 | -2.8 | 0.2
18 | CC(=O)c1cccc(NC(=O)c2cc3ccccn3n2)c1 | -4.3 | -1.1 | -3.8 | 7.6 | -3.1
19 | COc1cc(OC)cc(C(=O)NCCSCc2ccc(Cl)cc2)c1 | 3.0 | 2.1 | -2.5 | 5.1 | 1.0
20 | O=C(Nc1cccc(-n2cnnn2)c1)c1cccc(Cl)c1 | 0.7 | 2.1 | -7.5 | 1.6 | -9.2
21 | COc1ccc(N2CCN(C(=O)Cn3c(=O)[nH]c4ccccc4c3=O)CC2)cc1 | 2.3 | . | 3.7 | 4.2 | 3.5
22 | COc1ccccc1-n1nnnc1SCC(=O)Nc1ccccn1 | 3.8 | 4.9 | -1.8 | 6.0 | 2.2
23 | CC(=O)Nc1ccc(Nc2ccc3nonc3c2[N+](=O)[O-])cc1 | -6.5 | 0.1 | 10.8 | 9.9 | -3.7
24 | O=C(O)c1cc(S(=O)(=O)NC(Cc2c[nH]c3ccccc23)C(=O)O)ccc1Cl (stereo unspecified) | 6.1 | 25.2* | 1.5 | -1.7 | 0.1

cpd | MEX-5 binding | AHR activator | Bcl-xL primary | MCL1 BIM primary
17 | 0.7 | -2.6 | 3.0 | -2.5
18 | 0.3 | 14.9 | 2.6 | 4.0
19 | 0.1 | 12.9 | 7.0 | 10.4
20 | -0.2 | 0.1 | 2.9 | 5.7
21 | -1.1 | -0.3 | 4.7 | 0.6
22 | 0.7 | 7.1 | 5.9 | 7.0
23 | 0.6 | 0.7 | 0.8 | -1.8
24 | 2.0 | 15.2 | -1.4 | -10.2

# The listing continues:
cpd | SMILES | pPAFAH FP inh | PAFAH1B2 inh | Fam108B inh | GLD-1 TGE inh | PME-1 inh
25 | CCOC(=O)N1CCC(N2Cc3cccc(C(=O)Nc4ccc(OC)c(OC)c4)c3C2=O)CC1 | 7.2 | 5.0 | -1.7 | -1.1 | -0.7
26 | COc1ccc(CCNC(=S)Nc2cccc(C)c2)cc1 | 0.7 | -0.9 | -0.9 | 1.0 | 1.8
27 | CNc1c(NS(=O)(=O)c2ccc(OC)c(Cl)c2)c(=O)oc2ccccc12 | 1.2 | 0.5 | -3.1 | -2.1 | -4.5
28 | C=CCn1c(=O)c(C(=O)NCCNCC)c(O)c2ccccc21 | 2.7 | -1.2 | 0.3 | 8.8 | -6.0
29 | CCC(C)[C@H](NC(=O)N1CCCC1)C(=O)O (stereo partly specified) | 3.0 | 2.0 | 2.2 | 1.8 | -3.1
30 | COc1ccc2cc(CCC(C)=O)ccc2c1 | 0.6 | 1.0 | -4.9 | -2.8 | -5.7

cpd | MEX-5 binding | AHR activator | Bcl-xL primary | MCL1 BIM primary
25 | 0.1 | 20.3 | 2.7 | -2.2
26 | 0.2 | 3.5 | 4.3 | 2.7
27 | -0.3 | 2.3 | 1.9 | 2.5
28 | -0.7 | -1.4 | 2.1 | 6.0
29 | 0.3 | -2.4 | 1.3 | 3.6
30 | 1.6 | 2.5 | 5.4 | 6.7

# Some of these compounds in order of their number in Bcl-xL primary, lowest first:
item | SMILES | pPAFAH FP inh | PAFAH1B2 inh | GLD-1 TGE inh | PME-1 inh | MEX-5 binding | AHR activator | Bcl-xL primary | MCL1 BIM primary
29 | CCC(C)[C@H](NC(=O)N1CCCC1)C(=O)O (stereo partly specified) | 3.0 | 2.0 | 1.8 | -3.1 | 0.3 | -2.4 | 1.3 | 3.6
28 | C=CCn1c(=O)c(C(=O)NCCNCC)c(O)c2ccccc21 | 2.7 | -1.2 | 8.8 | -6.0 | -0.7 | -1.4 | 2.1 | 6.0
26 | COc1ccc(CCNC(=S)Nc2cccc(C)c2)cc1 | 0.7 | -0.9 | 1.0 | 1.8 | 0.2 | 3.5 | 4.3 | 2.7
30 | COc1ccc2cc(CCC(C)=O)ccc2c1 | 0.6 | 1.0 | -2.8 | -5.7 | 1.6 | 2.5 | 5.4 | 6.7
